Lipid droplet – modulators of hepatic lipid droplet formation | AML12 mouse hepatocytes, oleate lipid droplets, BODIPY imaging | 240,000 compounds, 0.4% hits | AID 1656 | inhibition, % at 6.5 µM;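 active = lipid droplet intensity inhibited by at least 50%, with more than 500 cells counted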
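Material: mouse AML12 hepatocyte cell line, fixed after treatment; Timing: compound with oleate, overnight; Technique: high-content imaging of BODIPY-stained droplets and DAPI nuclei; Probe or stimulus: oleate, 100 µM final; Dosing: compound at 6.5 µM only.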
Dynein transport – blocks dynein driven cargo transport along microtubules. 3617.4 mouse cells, GR-EGFP nuclear translocation imaging; test concentration mostly 20 µM; stimulated with dexamethasone, 1 µM; hits give low values. z-score, hits read low. 220,000 compounds, 0.47% hits. AID 1381;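 active = plate z-score of nuclear minus cytoplasmic receptor signal below a set negative limit, without overly bright fluorescence or cell loss, cut at about -3.5 in these data, passing the limit was not always enough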;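 also: z-score of nuclear minus cytoplasmic ring GR-EGFP intensity difference per well; some compounds called inactive have numbers as strong as hits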
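medium = tetracycline-free induction medium containing charcoal-stripped FBS | also added = 1.0 µM final dexamethasone stimulus | schedule = 48 h induction, 1 h compound, 30 min dex at 37 °C | technique = fixed, Hoechst-stained cells imaged at 10x for EGFP | measure = GR-EGFP nuclear translocation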
Myeloid diff MLP – compounds promoting myeloid differentiation; ER-HoxA9 myeloid progenitors, lysozyme-GFP differentiation, flow cytometry; 360,000 compounds, 1% hits; calls only at 10 µM;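 active = normalized GFP-positive differentiation at or above the plate's own cutoff, the solvent-only control mean plus 3 SD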;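 also: cells exposed to compound for four days before flow analysis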
T cell modulator – T cell immune modulators affecting CD8 T cell-vesicle binding; 330,000 compounds, 0.068% hits; 2C CD8+ T cell-vesicle binding, flow cytometry; hits give low values; calls only at 7 µM;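 active = response, share of CD8 T cells binding vesicles, and their 90th percentile fluorescence all below set limits, cut at about 80% in these data, passing the limit was not always enough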
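Test system: purified 2C TCR transgenic mouse naive CD8+ T cells. Probe or stimulus: QL9-peptide-loaded Drosophila micro-vesicles bearing Ld, ICAM-1 and B7-1. Incubation: binding step 1.5 h, 37 °C, antibody labelling 20 min, ice. Measured by: flow cytometry of vesicle-bound cells.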
MT stabilizer – stabilizes microtubules in HeLa cells. HeLa tubulin immunostaining HCS, 24 h; share of cells brighter than vehicle mean+2SD. % tubulin-high responders, % at 10 µM. 200,000 compounds, 0.83% hits. AID 2205;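 active = plate Z-score above 3 for both tubulin-high and condensed-nucleus cell shares, with cell loss under 80%, at 10 µM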;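 also: anti alpha tubulin signal scored within the nucleus-defined area of each cell; some results filed as inactive read as strong as hits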
TNAP activation fold – human TNAP enzyme activators, primary screen, biochemical, luminescent, no phosphate acceptor, uHTS (AID 1001); purified TNAP, luminescent activation assay, no phosphate acceptor; higher activation fold means a stronger effect; activation fold at 20 µM, or EC50 in µM where a hit was titrated; 200,000 compounds, 0.03% hits; in the data active = activation fold from about 3, or a potency from the dose series; inactive = the rest, 99 in 100 with activation fold below about 1.6; also: many of its hits are not listed in these tables
Insulin prom up – MIN6 insulin promoter up-regulation; MIN6 insulin promoter-GFP reporter, high-content imaging; hits give high values; z-score at 5 µM; 190,000 compounds, 0.3% hits;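 active = z-score above 3 at 5 µM with at least 500 cells counted in the well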
human PMI inhibition – MPI enzyme activity inhibition – biochemical, fluorescence intensity, coupled assay, primary screen (AID 1209); purified PMI enzyme, coupled fluorescence intensity; higher % means a stronger effect; inhibition, % at 20 µM, or IC50 in µM where a hit was titrated; 190,000 compounds, 0.42% hits; in the data active = inhibition above about 50%;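 also: plate controls were DMSO vehicle for no effect and wells lacking substrate for full effect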
b-catenin transl – modulators of beta-catenin nuclear translocation | AID 1665 | 190,000 compounds, 0.3% hits | nuclear translocation activity, % at 5 µM | HeLa beta-catenin nuclear translocation, immunofluorescence imaging;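 active = nuclear translocation activity above 50% at 5 µM, with a well cell count of 50 or more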;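 also: per-cell ratio of nuclear to cytoplasmic median beta-catenin stain intensity; plate controls were DMSO negative control for no effect and GSK-3 inhibitor IX positive control for full effect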
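assay system = human HeLa cells, endogenous beta-catenin | times = compound treatment 24 h, 37°C, 5% CO2 | detection = Anti-beta-catenin immunofluorescence on PFA-fixed, Triton-permeabilized cells, DAPI nuclei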
Dynein transport cytoplasmic EGFP – recorded beside Dynein transport, whose call it bears; z-score; measured here: cytoplasmic GR-EGFP intensity; hits give high values
Dynein transport nuclear GR-EGFP – also measured in Dynein transport; calls as there; z-score; measured here: nuclear GR-EGFP intensity;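 lower value marks the stronger effect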
Dynein transport cell count – second read-out of Dynein transport, no call of its own (marks repeat the call); z-score; measured here: cell count per field
Insulin prom up cell count – second read-out of Insulin prom up, no call of its own (marks repeat the call); cell count; measured here: cytotoxicity, nuclei count;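 total cells summed across four imaged fields per well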
Lipid droplet cells 6.5 µM – second read-out of Lipid droplet, no call of its own (marks repeat the call); cell count; measured here: cell count, cytotoxicity flag;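 cells counted across two imaged fields per well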
b-catenin transl cell count 5 µM – second read-out of b-catenin transl, no call of its own (marks repeat the call); cell count; measured here: cell count, cytotoxicity flag
T cell modulator vesicle-bound % – recorded beside T cell modulator, whose call it bears; double positive events, %; measured here: CD8+ vesicle-bound cell fraction;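 binding gate set so that unloaded-vesicle control wells show 10% double positive cells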
MT stabilizer Hoechst-high % – further read-out of MT stabilizer, marked with its call; % Hoechst-high responders; measured here: nuclear condensation Hoechst responders;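 share of cells brighter than vehicle mean plus two SD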
MT stabilizer cytotoxicity % – further read-out of MT stabilizer, marked with its call; toxicity, %; measured here: cytotoxicity by cell density;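 0% = mean cell density of plate MIN control wells and 100% = no cells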
Myeloid diff MLP GFP+ MAC1+ % – recorded beside Myeloid diff MLP, whose call it bears; GFP+ MAC1+ double positive, %; measured here: differentiation confirmed by MAC1 staining
An asterisk follows results filed as active; i = inactive; x = not tested or not shown. A portion of the library (hit frequency here may not be typical).

SMILES | Lipid droplet | Lipid droplet cells 6.5 µM | Dynein transport | Dynein transport cytoplasmic EGFP | Dynein transport nuclear GR-EGFP | Dynein transport cell count | Myeloid diff MLP | Myeloid diff MLP GFP+ MAC1+ % | T cell modulator | T cell modulator vesicle-bound % | MT stabilizer | MT stabilizer Hoechst-high % | MT stabilizer cytotoxicity % | TNAP activation fold | Insulin prom up | Insulin prom up cell count | human PMI inhibition | b-catenin transl | b-catenin transl cell count 5 µM
N/C(=N\[N+](=O)[O-])NCCCC(NC(=O)CNC(=O)c1ccccc1)C(=O)O (configuration not stated) | 4 | 694 | -0.19 | -0.2 | -0.63 | 1.9 | i | 0.4 | i | 55 | 2.8 | 1.9 | 4.8 | 1.1 | -0.55 | 1367 | -2% | -2.2 | 1098
CCN(CC)P(=O)(Oc1ccccc1)Oc1ccccc1 | -16 | 690 | 0.11 | -0.24 | 0.065 | 0.64 | i | 0.5 | i | 25 | x | x | x | x | -0.05 | 1010 | x | 0.5 | 1323
CCOC(=O)c1sc(N=Nc2c(O)[nH]c(=O)[nH]c2=O)c(C(=O)OCC)c1C | 33 | 573 | 1.1 | -0.23 | 0.17 | -0.95 | x | x | i | 42 | 2.3 | 2.7 | 3.3 | 1.6 | -0.45 | 1185 | 8% | x | x
Cn1cccc1/C=C1\C(=O)NC(=O)N(Cc2ccccc2)C1=O | 17 | 623 | -0.064 | -0.76 | -0.18 | -0.27 | i | 1.0 | i | 51 | x | x | x | x | -0.51 | 685 | x | 74* | 481*
CC(=O)O[C@@H]1[C@H]2CC[C@@H]3[C@]1(C[C@@H](OC(C)=O)[C@@]1(O)C([C@@H]4O[C@@H]4C1(C)C)[C@]3(C)O)C[C@@]2(C)O (some centres not stated) | -4 | 738 | -0.87 | -0.27 | -0.12 | 0.85 | i | 1.6 | x | x | 3.5 | 2.3 | 7.5 | 1.1 | 0.18 | 1325 | -8% | x | x
COc1ccc(C2(C#N)CCN(C)CC2)cc1 | 7 | 513 | 2.1 | -0.25 | 0.67 | -1.2 | i | 0.9 | i | 0 | 5.3 | 2.6 | 8.6 | 1.1 | -0.4 | 1341 | -9% | -0.1 | 912
COCCOC(=O)C1=C(N)Oc2c(c(=O)oc3ccccc23)C1c1ccncc1 (configuration not stated) | 4 | 664 | -0.41 | -0.27 | -0.91 | 0.52 | i | 4.7 | i | 21 | 3.3 | 1.7 | 3.7 | 1 | 0.46 | 1642 | 4% | -0.3 | 1022
CN1C(=O)C(=Cc2ccc(N(C)C)c([N+](=O)[O-])c2)C(=O)N(C)C1=O | 31 | 771 | -1.3 | -0.27 | -0.82 | 0.85 | x | x | i | 59 | 2.4 | 3.4 | 2.9 | 1 | 1.4 | 1188 | -27% | x | x
CC(C)c1ccc(N=Nc2c(O)[nH]c(=O)[nH]c2=O)cc1 | 5 | 647 | -0.58 | -0.25 | 0.12 | 1.1 | i | 0.2 | i | 36 | x | x | x | x | 0.84 | 1033 | x | -0.1 | 1313
Cn1cccc1/C=C1\C(=O)NC(=O)N(Cc2ccco2)C1=O | 2 | 727 | -0.23 | -0.19 | -0.025 | -0.23 | i | 0.5 | x | x | 1.5 | 2.1 | 5.2 | 1 | x | x | -28% | -0.8 | 1068
COc1cc(C2SCC(=O)Nc3c2c(C)nn3-c2ccccc2)cc(OC)c1OC (configuration not stated) | 5 | 747 | -0.54 | 0.26 | -0.37 | 0.57 | i | 1.5 | i | 39 | 1.7 | 1.4 | 9.9 | 1.1 | -0.57 | 765 | -9% | -0.4 | 1105
Cc1ccc2c(c1)C(c1ccccc1)NCC(=O)N2 (configuration not stated) | x | x | 2.1 | -0.23 | 1.6 | -1.8 | i | 0.8 | i | 17 | 6.1 | 4.0 | 2.8 | 1.1 | -1.2 | 1123 | -2% | -6.1 | 1040
CCCCCn1c(=O)c(C(=O)Nc2cnccn2)c(O)c2ccccc21 | -18 | 605 | -0.65 | -0.36 | -0.21 | 0.72 | x | x | i | 65 | 5.8 | 6.0 | 3.7 | 1.1 | -5.7 | 1055 | 4% | 1.8 | 1016
CCCCn1c(O)c(C(=O)/C=C/c2ccc3c(c2)OCO3)c(=O)[nH]c1=O | 4 | 681 | 0.17 | -0.11 | 0.19 | -0.73 | i | 0.8 | i | 17 | x | x | x | x | 0.78 | 979 | x | -1.1 | 1333
CCOC(=O)C(NC(=O)CCl)(Nc1ccc(C(O)(C(=O)OCC)C(F)(F)F)cc1)C(F)(F)F (configuration not stated) | 10 | 554 | -1.2 | -0.16 | -0.97 | 0.76 | i | 0.3 | i | 43 | 2.8 | 2.5 | 10 | 1 | -0.09 | 1054 | -8% | 1.4 | 495
C=CCn1c(O)c(C=Nc2ccc(OC)cc2C)c(=O)[nH]c1=O | -14 | 716 | -0.75 | -0.2 | -0.96 | -0.17 | i | 0.6 | i | 37 | 4.8 | 2.5 | 4.6 | 1 | 0.65 | 682 | 12% | 2.7 | 1057
CN1CCC(N(C)c2ncnc3ccc(Br)cc23)CC1 | 10 | 706 | 0.29 | -0.091 | -0.1 | 0.44 | i | 0.3 | x | x | 5.3 | 2.0 | 0.3 | 1.1 | 0.21 | 1306 | 8% | -0.6 | 1103
COCc1cc(C2SCC(=O)Nc3c2c(=O)[nH]n3C(C)C)ccc1OC (configuration not stated) | -15 | 734 | -0.43 | -0.24 | 0.053 | 1 | i | 0.7 | i | 32 | 4.1 | 1.0 | 4.8 | 1 | 0.07 | 1135 | -1% | 2.6 | 862
O=C(COc1ccc(Cl)cc1)N1CCN(C/C=C/c2ccccc2)CC1 | -7 | 749 | -0.25 | -0.18 | 0.17 | 0.13 | i | 0.0 | i | 39 | 2.0 | 2.0 | 13 | 1.1 | -1.5 | 982 | 6% | x | x
CC(C)(C)c1cc([N+](=O)[O-])cc(C(C)(C)C)c1O | -18 | 689 | 0.11 | -0.23 | 0.09 | 0.27 | x | x | i | 60 | 6.9 | 1.3 | 7.2 | 0.8 | 0.55 | 579 | -8% | 0.2 | 1087
O=C(O)CCn1cc(C=C2C(=O)NC(=O)NC2=O)c(-c2cc3ccccc3oc2=O)n1 | 2 | 777 | -1.7 | 0.57 | -0.6 | 1.3 | i | 0.2 | i | 15 | 5.6 | 1.0 | 11 | 1 | 1.9 | 1239 | -4% | -0.5 | 1568
C=CCN1C(=O)NC(=O)/C(=C/c2cccn2C)C1=O | x | x | -0.25 | -0.2 | -0.23 | 0.36 | i | 0.4 | i | 20 | 2.6 | 1.8 | 5.8 | 1.1 | -1.3 | 1390 | 1% | -4.0 | 1365
O=C(Cc1ccccc1)N1CCN(Cc2cccc(Br)c2)CC1 | -21 | 586 | 1.4 | -0.43 | 1 | -1.5 | i | 0.5 | i | 43 | x | x | x | x | 0.7 | 859 | x | -0.5 | 1315
O=C(C(Cc1ccccc1)NS(=O)(=O)c1cccc2nsnc12)N1CCC2(CC1)OCCO2 (configuration not stated) | x | x | -0.022 | -0.2 | 0.3 | -0.058 | i | 1.1 | i | 56 | 1.2 | 0.8 | 6.8 | 1 | -0.05 | 1340 | 6% | -1.6 | 1430
CCCc1c(C)nc(SCC(=O)C(C)(C)C)nc1OC(=O)N(C)C | -5 | 758 | 1.2 | -0.099 | 0.81 | -1.4 | i | 0.6 | i | 14 | x | x | x | x | 0.08 | 1480 | x | -2.7 | 1159
O=c1[nH]c(O)c(N=Nc2ccc(SC(F)F)cc2)c(=O)[nH]1 | 1 | 700 | -0.08 | -0.18 | -0.067 | 0.0033 | i | 0.3 | i | 30 | x | x | x | x | -0.51 | 1366 | x | 3.4 | 950
O=C(Cn1c(=O)c(C(F)(F)F)nc2ccccc21)N1CCC2(CC1)OCCO2 | 5 | 634 | -0.12 | -0.16 | -0.05 | 0.91 | i | 6.2 | i | 37 | 2.5 | 4.1 | 6.8 | 1.1 | 0.28 | 1895 | -12% | -1.5 | 1087

Complete entries as entered above. Order of screens: Lipid droplet | Lipid droplet cells 6.5 µM | Dynein transport | Dynein transport cytoplasmic EGFP | Dynein transport nuclear GR-EGFP | Dynein transport cell count | Myeloid diff MLP | Myeloid diff MLP GFP+ MAC1+ % | T cell modulator | T cell modulator vesicle-bound % | MT stabilizer | MT stabilizer Hoechst-high % | MT stabilizer cytotoxicity % | TNAP activation fold | Insulin prom up | Insulin prom up cell count | human PMI inhibition | b-catenin transl | b-catenin transl cell count 5 µM
CCCc1c(C)nc(SCC(=O)C(C)(C)C)nc1OC(=O)N(C)C across the screens: -5 | 758 | 1.2 | -0.099 | 0.81 | -1.4 | i | 0.6 | i | 14 | x | x | x | x | 0.08 | 1480 | x | -2.7 | 1159
CN1CCC(N(C)c2ncnc3ccc(Br)cc23)CC1 across the screens: 10 | 706 | 0.29 | -0.091 | -0.1 | 0.44 | i | 0.3 | x | x | 5.3 | 2.0 | 0.3 | 1.1 | 0.21 | 1306 | 8% | -0.6 | 1103
C=CCN1C(=O)NC(=O)/C(=C/c2cccn2C)C1=O across the screens: x | x | -0.25 | -0.2 | -0.23 | 0.36 | i | 0.4 | i | 20 | 2.6 | 1.8 | 5.8 | 1.1 | -1.3 | 1390 | 1% | -4.0 | 1365
